# From PubChem BioAssay
# FN deposit inh = fibronectin deposition inhibition; AH1F fibroblasts, Alexa488-fibronectin deposition fluorescence, overnight; inhibition, % at 12.6 µM; hit rate 0.086% among 350,000;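 active = mean inhibition across replicates of 30% or more, regardless of how many single replicates reach that level; inconclusive = mean under 30% yet at least half of replicates reach 30%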;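 also: positive control wells lacked labelled fibronectin entirely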
#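 Material – AH1F fibroblast monolayer, labelled fibronectin deposition · Reagent – labelled fibronectin 24 nM · Timing – 1 h adhesion, overnight exposure · Measured by – fluorescence at 485 nm excitation, 525 nm emission · Read-out – inhibition of fibronectin deposition signal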
# EWS-Fli block = blocks EWS/Fli oncoprotein-driven transcription. A673 NR0B1-luciferase reporter, viability-normalised. inhibition, % at 12.6 µM. hit rate 0.67% among 350,000;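 active = mean inhibition of at least 50% after viability correction, with every replicate also passing that limit; inconclusive = mean reaches 50% but only one of two replicates passes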;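 also: firefly luciferase signal divided by Alamar Blue viability fluorescence both relative to DMSO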
# F508del corr = correctors of CFTR F508del function in bronchial epithelial cells; hit rate 0.36% among 350,000; CFBE cells, YFP halide quenching; stimulated with forskolin plus potentiator P3; % fluorescence drop versus neutral controls; activity (quench increase), % at 7.58 µM; AID 720511;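 active = mean added fluorescence quench of at least 8% versus neutral control, with both replicates also reaching 8%; inconclusive = only one of the mean or replicate conditions met; inactive = mean below 8% and not both replicates reaching 8%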;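 also: cells transiently co-express mutant CFTR-F508del with the halide-sensitive YFP; corrector assay measuring rescue of mutant channel to the surface after 24 h compound exposure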
# PAX8 reporter = lowers PAX8-driven luciferase in RMG-I cells. RMG-I TPO-luciferase reporter, SteadyGlo, 24 h. AID 652154. hit rate 1.2% among 360,000. inhibition, % at 12.6 µM;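 active = mean replicate inhibition at least 60% with every replicate also reaching 60%; inconclusive = only one of the two criteria is met; inactive = mean below 60% and not all replicates reaching 60%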;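 also: luciferase light reporting Pax8 driven TPO promoter activity; plate controls were median of neutral control wells for no effect and mitoxantrone controls for full effect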
# miR-122 sensor = blocks miR-122 activity in Huh7 sensor cells. Huh7 miR-122 Renilla luciferase sensor, 48 h; neutral wells = 0, positive control = 100. activation (reporter increase), % at 12.5 µM. hit rate 0.3% among 340,000. AID 602342;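 active = mean replicate activation score at least 90 and every replicate individually at or above 90; inconclusive = only one of the two criteria met; inactive = neither criterion met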;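 also: higher luciferase means less miR-122 activity so hits act as miR-122 inhibitors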
# GSIS activator = primary screen for activators of insulin secretion dependent on glucose, INS-1E cells, GLuc reporter luminescence | activation, % at 16.6 µM | INS-1E GLuc reporter insulin secretion, 2-3 h | hit rate 0.61% among 370,000;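 active = lowest replicate activation of at least 40%, so every replicate reaches that level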;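 also: 0% = median of neutral control wells and 100% = median of IBMX positive control wells; some compounds called inactive have numbers as strong as hits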
# DENV2 CPE rescue = inhibitors of DENV2 cytopathic effect | hit rate 1.7% among 350,000 | CPE inhibition, % at 9.99 µM | DENV2-infected cells, cytopathic effect rescue, plate reader; in the data active = CPE inhibition above about 20%, passing the limit was not always enough; inconclusive = no clear call, values can overlap the other calls; tested in BHK-21 cells;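 also: 0% = median of neutral control wells and 100% = median of positive control wells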
# * hit, by the source's call; ? = inconclusive; . = not tested or not shown; [ ] = another dose, or the depositor's remark. Rows were taken by chance; any-hit rate near 3.9%.
SMILES,FN deposit inh,EWS-Fli block,F508del corr,PAX8 reporter,miR-122 sensor,GSIS activator,DENV2 CPE rescue
C[C@@H]1CCCCO[C@@H](CN(C)Cc2ccccc2)[C@H](C)CN([C@H](C)CO)C(=O)c2cc(NC(=O)c3ccncc3)ccc2O1,0,.,5.2,7,-4[16.7 µM],4,2
O=C(COC(=O)c1cnccn1)c1ccc(Cl)cc1,-2,5,-1.6,1,.,-3,13
O=C(COC(=O)Cn1cnc2ccccc21)Nc1ccc(OC(F)F)cc1,-20,-9,0.7,-8,.,-9,-5
CC(C)/C=N/Nc1nc2c(c(=O)n(C)c(=O)n2C)n1C,-6,-7,0.2,15,.,.,14
C=CCN(c1ccccc1)S(=O)(=O)c1cccc(C(=O)NNC(=O)c2ccncc2)c1,-5,-2,0.6,.,12,-5,-6
CCOC(=O)CN/C=C(\C#N)c1ccc(F)cc1,5,-8,0.0,-15,-9,-5,.
CCCn1nc2cc(C(=O)N(CC)c3ccc(OC)cc3)ccc2c1OCC,4,10,2.4,11,.,-19,1
O=C(COC(=O)C1CC2C=CC1C2)Nc1cccc(S(=O)(=O)N2CCOCC2)c1 (stereo not given),-15,5,0.9,2,-5,-12,1
O=C(NCc1cccs1)Nc1cc(Cl)ccc1Cl,-5,1,.,-8,.,2,7
O=C(c1ccco1)n1nc(-c2ccco2)nc1SCc1ccccc1,-1,.,.,-53,-10,.,.
O=C(Cc1ccccn1)c1ccccc1,8,-17,-4.2,-19,.,.,50*
COc1cc(C#Cc2c(-c3ccccc3)n(C)c3ccccc23)cc(OC)c1,1,0,0.0,-9,12,.,.
C[C@H](CO)N1C[C@H](C)[C@H](CN(C)C(=O)Nc2ccccc2)Oc2c(NC(=O)c3cnccn3)cccc2C1=O,.,1,-1.9,-1,7[16.7 µM],28,-6
COc1cc(SC)ccc1C(=O)Nc1ccc(Br)cn1,12,73*,1.0,3,5,.,4
COc1ccc(N(CC(=O)N2CCN(c3ccccc3F)CC2)S(=O)(=O)c2c(C)n[nH]c2C)cc1,3,-2,1.7,-3,-2,-15,-1
Cc1cccc(-n2ncc3c(N(CCO)CCO)ncnc32)c1,-2,-92,2.0,-104,1,.,-1
CCc1ccc(OCc2nnc(-c3ccccc3Br)o2)cc1,1,-9,-0.6,-7,-4,-10,5
Cc1cccc(NS(=O)(=O)c2ccc3c(c2)oc(=O)n3C)c1C,-6,-5,-0.9,-12,5,-2,-5
C[C@H]1CN([C@@H](C)CO)C(=O)Cc2cc(NC(=O)Nc3ccc4c(c3)OCO4)ccc2O[C@@H]1CN(C)CC1CCCCC1,.,2,-1.3,101*,-9[16.7 µM],8,3
Cc1cccc(N2CC(C(=O)Nc3nnc(SCC(=O)NCC4CCCO4)s3)CC2=O)c1 (stereo not given),0,.,-0.3,4,-6,-7,?
Nc1ccc(S(=O)(=O)NC2(C(F)(F)F)NC(=O)N(c3ccc(F)cc3)C2=O)cc1 (stereo not given),5,12,-0.4,-10,0,-2,12
CCOC(=O)N1CCC(NC(=O)c2cc(S(=O)(=O)N3CCCCC3)ccc2F)CC1,0,9,-0.1,8,13,-10,11
C[C@@H]1CN([C@H](C)CO)C(=O)Cc2cc(NC(=O)CCC(F)(F)F)ccc2O[C@H]1CN(C)CC1CCCCC1,.,-2,-1.6,.,2[16.7 µM],-1,3
COc1ccc2c(c1)CCc1c(C(=O)Nc3cc(C)n(Cc4ccc(Cl)cc4)n3)noc1-2,-3,.,.,.,-1,47*,.
O=C(NCCS(=O)(=O)NCc1ccccc1)c1ccc2c(c1)OCO2,1,-7,1.5,-2,.,39,6
# (further entries)
SMILES,FN deposit inh,EWS-Fli block,F508del corr,PAX8 reporter,miR-122 sensor,GSIS activator,DENV2 CPE rescue
CCN(CC)S(=O)(=O)c1ccc(OC)c(NC(=O)c2cccc([N+](=O)[O-])c2C)c1,8,.,.,-1,9,.,.
COc1cccc(-c2ccc(NC(=O)C3CCCN(Cc4ccco4)C3)cc2)c1 (stereo not given),-16,-41,-1.3,-40,1,-13,-7
CCOC(=O)c1sc2ncnc(N3CCN(CC)CC3)c2c1C,-6,-4,1.8,-15,.,19,-5
Cc1ccn2c(NC3CCCC3)c(-c3ccccn3)nc2c1,1,33,3.2,15,-12,-19,-3
COc1ccc(-n2c(SCc3nnc(-c4ccccc4)o3)nnc2-c2ccccc2)cc1,7,.,.,2,8,.,.
COc1ccc(OC)c(-c2nnc3n2N=C(c2ccc(OC)c(OC4CCCC4)c2)CS3)c1,1,52*,3.7,89*,.,.,-8
Cc1cccc(-c2nn(-c3ccccc3)cc2C(=O)N2CCN(C3CCS(=O)(=O)C3)CC2)c1 (stereo not given),-5,-4,2.0,-3,-2,5,2
COC(=O)c1ccc(-c2csc(NC(=O)c3c(C)noc3C)n2)cc1,5,-7,0.2,-41,3,-8,-4
C[C@@H]1CN([C@H](C)CO)C(=O)Cc2cc(NC(=O)C3CCCCC3)ccc2O[C@H]1CN(C)Cc1ccc(C(F)(F)F)cc1,-1,17,-1.2,43,-5[16.7 µM],-18,-4
O=C(O)Cn1c(=O)c2c3c(sc2n(Cc2ccccc2F)c1=O)CCCC3,-3,-1,4.4,0,.,21,8
C[C@H]1CN([C@@H](C)CO)S(=O)(=O)c2ccc(C#CC3CC3)cc2O[C@@H]1CN(C)Cc1ccccn1,0,20,5.4,.,50[16.7 µM],2,1
C[C@H](CO)N1C[C@H](C)[C@@H](CN(C)C(=O)Nc2cccc3ccccc23)Oc2ccc(NS(C)(=O)=O)cc2C1=O,.,.,-0.8,2,-1[16.7 µM],15,15
CCCCCCN1CCN(C2CN(Cc3cn(Cc4cc(C)cc(C)c4)nn3)S(=O)(=O)C2)CC1 (stereo not given),7,22,1.4,24,.,-20,8
Cc1ccc(C)c(OCCC(=O)NNC(=O)c2cc(C)oc2C)c1,-2,-3,-0.2,1,1,-6,13
Cc1ccsc1/C=N/NC(=O)c1nnn(-c2nonc2N)c1-c1ccc2c(c1)OCO2,7,.,-0.5,26,5,-12,3
O=C(COc1ccccc1Cl)c1ccc[nH]1,-17,-56,-4.3,14,-1,-2,2
Cc1nn(CC(=O)N2CCC(C)CC2)c(=O)c2cccn12,-3,.,-0.6,-1,.,-1,-7
O=C(c1ccsc1)N1CCCC(N2CCOCC2)C1 (stereo not given),1,-15,-6.9,-1,-3,10,4
CN1CCN(CCCCOc2ccccc2-c2ccccc2)CC1,5,-2,.,-4,.,19,-7
COCCCNC(=O)CCn1c(=O)c2ccccc2n(CC(=O)NCCC2=CCCCC2)c1=O,4,-1,3.7,-6,-3,23,3
COc1ccc(S(=O)(=O)N2CCCCCC2)cc1NC(=O)CN(C)Cc1ccc2c(c1)OCO2,15,12,3.5,38,46,-11,9
Cn1c(SCC(=O)NCCc2ccccc2)nnc1C1CCCCC1,12,-8,-1.2,19,5,18,4
O=C(Nc1ccncc1)c1ccc2ccccc2c1,.,-64,2.7,-44,.,4,-3
CCc1ccc(OCCOCC(O)CNC(C)(C)C)cc1 (stereo not given),-6,2,.,-1,0,.,5
COc1ccc(OCCn2cc(/C=C(\C#N)C(=O)NCc3ccco3)c3ccccc32)cc1,3,9,.,-12,3,-1,2
# Other structures:
SMILES,FN deposit inh,EWS-Fli block,F508del corr,PAX8 reporter,miR-122 sensor,GSIS activator,DENV2 CPE rescue
CCC(CC)C(=O)Nc1nnc(S(=O)(=O)N(CC)c2ccc(OC)cc2)s1,-4,13,7.8,7,6,-28,-2
O=C(COC(=O)c1ccc(NS(=O)(=O)c2ccc3c(c2)OCCO3)cc1)NCC1CCCO1 (stereo not given),4,.,.,-7,-3,.,.
COc1ccc2nc3n(c(=O)c2c1)-c1ccccc1C(=O)NC3Cc1ccccc1 (stereo not given),7,-8,0.4,-11,.,.,89*
CCOC(=O)c1oc2ccc(Cl)cc2c1NC(C)=O,-7,-6,4.7,11,.,11,-2
CCOC(=O)Cc1csc(NC(=O)c2ccco2)n1,-6,.,.,.,10,6,.
Cc1nc(N2CCN(c3ccccc3)CC2)nc2c1C(=O)CC(C)C2 (stereo not given),3,.,.,.,4,13,.
O=C(CN1CCCCC1)NNC(=O)c1ccc([N+](=O)[O-])cc1,7,-1,0.3,-16,-7,14,-7
CCCCn1c(C(C)NC(=O)c2cccs2)nc2ccccc21 (stereo not given),-2,.,.,0,-3,.,.
Cn1c(SCc2c(F)cccc2Cl)nc2ccccc2c1=O,3,12,0.9,-1,.,9,-3
COc1ccccc1C1/C(=C(\O)c2ccc3c(c2)OCCO3)C(=O)C(=O)N1CCCn1ccnc1 (stereo not given),-5,-11,-0.6,-31,6,5,4
O=C(C[C@@H]1C[C@H]2c3cc(NC(=O)NC4CCCCC4)ccc3O[C@H]2[C@H](CO)O1)NC1CCCC1,-11,-2,-1.2,16,.,-17,-4
COCCNC(=O)C(c1ccc(OC)cc1)N(C(=O)Cn1nnc2ccccc21)c1cccnc1 (stereo not given),.,-11,.,-22,.,7,-4
Cc1ccc(NC(=O)C2=C(O)CCn3c2nc2ccccc23)cc1,.,-20,0.9,.,-4,22,-9
S=C(NNc1nc(Nc2ccccc2)nc(N2CCCCC2)n1)NC1CCCCC1,0,14,0.8,-14,.,-9,-4
Cc1nc(C)c(-c2ccc(SCc3cccc(F)c3)nn2)s1,1,-35,-2.9,-29,.,17,0
BrC(=C\c1ccccc1)/C=N/N1CCN(c2ccccc2)CC1,-7,0,-2.3,6,.,-1,7
Cc1ccc(-c2cc(C(=O)NCCN3CCOCC3)c3ccccc3n2)o1,.,-6,1.4,-7,.,12,4
CC(=O)c1cccc(NC(=O)C(OC(=O)c2ccccc2NS(=O)(=O)c2cccs2)c2ccccc2)c1 (stereo not given),-1,.,.,-4,.,-19,.
CN[C@H](CC(=O)O)C(=O)O,20,-3,-2.0,15,5,.,7
CC=Cc1ccc2n(c1=O)C[C@H]1[C@H](CO)[C@@H](C(=O)NCc3ccc4c(c3)OCO4)[C@@H]2N1C(=O)C1CC1 (mixture of isomers),.,2,-2.4,-14,41[16.7 µM],19,-2
O=c1[nH]c(NNC(=S)NC2CCCCC2)nc2c1C1(CCCC1)Cc1ccccc1-2,-5,8,-3.2,-5,0,4,11
COc1ccccc1C(CC(=O)Nc1ccc(C)c(C)c1)c1ccc(OC(C)C)cc1 (stereo not given),7,19,1.4,12,.,-2,18
COCCNC(=O)Cn1cc(S(=O)(=O)N2CCN(c3ccccc3F)CC2)c2ccccc2c1=O,1,-4,3.0,17,-2,-3,.
CCC(=O)c1c(NCCc2ccccc2)cc(C)oc1=O,-2,20,1.6,-8,.,26,5
Cc1ccc(NC(=O)CSc2nnc3ccc(-c4cccnc4)nn23)cc1,3,-13,2.5,5,.,-10,17
N#Cc1ccsc1NC(=O)CN1CCCCC1,-2,.,.,9,-3,.,.
COC(=O)CCC(=O)N1CCCC(CO)(Cc2ccccc2F)C1 (stereo not given),4,-47,-0.4,12,1,-2,-2
